RGS8-Gao reg: regulators of human RGS8-Galphao interaction; P09471; multiplexed bead flow cytometry, RGS8-Galphao binding; actives lie on both sides; response (percent of control binding), % at 10 µM; actives 0.34% (n = 220,000); AID 1423; in the data active = response below about 60% or above about 140%; inactive = in between;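 also: Galphao activated as the GDP aluminium fluoride complex binding bead-coupled RGS8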
Bcl-XL Bim block: inhibitors of Bim-Bcl-XL interaction, human. Q07817. Bim peptide-Bcl-XL binding, bead flow cytometry, fluorescence. inhibition, % at 10 µM. actives 0.04% (n = 190,000)
Bim-Bfl-1: disrupts Bim binding to human Bfl-1. inhibition, % at 10 µM. Q16548. actives 0.12% (n = 190,000). AID 1008. Bead-based flow cytometry, Bim-Bfl-1 binding inhibition;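 also: 0% = wells without compound plus tracer and 100% = blocker peptide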
Bcl-W Bim block: disrupts Bim peptide binding to human Bcl-W. Q92843. bead-based flow cytometry. inhibition, % at 10 µM. actives 0.02% (n = 190,000). AID 952;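 also: 0% = bound tracer without compound and 100% = peptide blocker; higher means less fluorescent Bim peptide bound to Bcl-W beads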
ABCG2 inh: human ABCG2 inhibition, ABCB1 as counter-screen; Q9UNQ0; IgMXP3 cells, JC-1 efflux, flow cytometry; inhibition, % at 6.6 µM; actives 0.1% (n = 190,000);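 active = inhibition above 80%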;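 also: 0% = DMSO and 100% = nicardipine control wells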
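test system = two drug-resistant human cell lines, ABCG2 and ABCB1 | amount = 3 million cells/mL final, two lines in 1:1 ratio | reagent = JC-1 transporter substrate | doses = one concentration, 6.6 µM final | incubation = 10 min at 25 °C | signal = flow cytometric JC-1 green MFI at 530 nm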
Mcl-1 Bim block: inhibitors of Bim-Mcl-1 interaction, human. Q07820. Bead-based flow cytometry, Bim peptide-Mcl-1 binding. inhibition, % at 10 µM. actives 0.1% (n = 190,000). AID 1009;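 also: 0% = no compound tracer wells and 100% = peptide blocker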
Bim-Bcl-2: disrupts Bim peptide binding to human Bcl-2; P10415; Bead-based flow cytometry, Bim peptide-Bcl-2 binding; inhibition, % at 10 µM; actives 0.06% (n = 190,000); in the data active = inhibition above about 40%; inconclusive = no clear call, values can overlap the other calls;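 also: 0% = no compound wells with probe peptide and 100% = reference peptide inhibitor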
Bcl-B Bim block: disrupts Bim peptide binding to human Bcl-B. bead-based flow cytometry. inhibition, % at 10 µM. actives 0.073% (n = 190,000). AID 951;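 also: 0% = tracer peptide without compound and 100% = reference inhibitor peptide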
RGS4-Gao reg: human RGS4-Galphao interaction regulation. binding response (% of control), % at 10 µM. Multiplexed bead flow cytometry, RGS4-Galphao binding; actives lie on both sides. AID 1415. P09471. actives 0.33% (n = 220,000); in the data active = binding response below about 49% or above about 150%; inactive = in between;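 also: fluorescent Galphao activated with aluminum fluoride binding bead-coupled RGS4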
ABCB1 block: blocks JC-1 efflux by human ABCB1 transporter; P08183; CCRF-Adr cells, flow cytometry; inhibition, % at 6.6 µM; actives 0.067% (n = 190,000); in the data active = inhibition above about 40%;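 also: 0% = vehicle and 100% = reference inhibitor; higher value means more JC-1 retained so stronger ABCB1 efflux block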
RGS7-Gao reg: modulates binding of RGS7 to human Galphao; Multiplexed bead flow cytometry; actives lie on both sides; binding response (% of control), % at 10 µM; actives 0.35% (n = 220,000); AID 1439; in the data active = binding response below about 49% or above about 150%; inconclusive = no clear call, values can overlap the other calls; inactive = in between;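 also: fluorescent Galphao held in activated GDP-AlF4 state binding bead-coupled RGS7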
An asterisk follows results filed as active; ? = inconclusive; / = no result given. Rule as the data show it, unless noted: active = inhibition above about 40%.

SMILES	RGS8-Gao reg	Bcl-XL Bim block	Bim-Bfl-1	Bcl-W Bim block	ABCG2 inh	Mcl-1 Bim block	Bim-Bcl-2	Bcl-B Bim block	RGS4-Gao reg	ABCB1 block	RGS7-Gao reg
CC(C)Cc1nnc(NC(=O)CC(=O)Nc2ccccc2C(=O)O)s1	90	4	2	4	-1	0	1	0	89	-0.3	92
Cn1c(-c2ccccc2)cnc1N	103	-6	-12	1	1	1	-9	-4	106	0.3	104
CCOC(=O)c1ccc(NC(=O)CSC(=S)N2CCOCC2)cc1	104	-1	-2	0	5	-1	-1	0	102	0.0	102
C/C(=N\NC(=O)C1(C)CC1(Br)Br)c1cccc(NC(=O)C(C)(C)C)c1 (stereo not drawn)	102	-5	-14	-1	67	-1	-5	-6	106	1.6	102
COC(=O)C1=C(C)N(C)C(C)=C(C(=O)OC)C1c1ccc(F)c(Br)c1	102	-3	-3	0	5	-3	-12	-6	104	2.5	101
CCn1c(NCc2cc(Br)ccc2NS(=O)(=O)c2ccc(C)cc2)nc2ccccc21	104	-3	-3	-6	4	-10	-6	-7	103	0.6	101
COc1ccc(C(=O)N2CC3(C)C4CCC3(C)C2(C#N)C4)cc1OC (stereo not drawn)	104	-2	-7	-2	1	0	-3	-6	106	3.8	99
CC(NCc1ccc(S(N)(=O)=O)cc1)C(=O)Nc1ccc([N+](=O)[O-])cc1Cl (stereo not drawn)	103	-3	-5	-2	2	0	-1	-2	104	0.0	102
COc1ccc(-c2n[nH]c(=S)n2/N=C/C=C\c2ccccc2OC)cc1	98	-9	1	-5	-2	-7	-2	-9	100	-1.0	98
Cn1cc(C(=O)NCc2ccc(F)cc2)cn1	106	-4	-4	-1	1	-1	0	-7	101	0.5	102
CCCCNC(=O)NNC(=O)c1ccc(F)cc1	107	-9	0	-6	6	-6	-6	-10	101	/	102
COCC(C)n1c(C)cc(C(=O)CSc2nc3ccccc3c(=O)[nH]2)c1C (stereo not drawn)	99	-2	0	-5	1	-5	-4	-5	100	0.3	100
CCOC(=O)c1c(NC(=O)CN2C(=O)NC3(CCC(CC)CC3)C2=O)sc(C)c1-c1ccc(C)cc1 (stereo not drawn)	80	-8	-5	-7	-7	-2	-3	-8	78	-1.5	75
N=C1C(c2ccccc2)=C(O)CN1c1ccccc1	104	-2	-4	-1	0	0	0	-3	104	0.4	?
CCOC(=O)C(NC(=O)CC)(N1CCc2ccccc2C1)C(F)(F)F (stereo not drawn)	101	-2	0	-1	1	-3	-5	-2	100	0.2	95
CCC1(c2ccccc2)NC(=S)N(c2ccc(C)cc2)N1 (stereo not drawn)	101	-3	2	0	-1	-4	-1	-25	100	-0.3	106
CCN(CC)CCCNC(=O)c1cn(CCOC)c(=O)c2c1c1ccccc1n2C	99	-3	-4	-4	-1	-5	-3	-6	98	0.1	95
Cc1ccc(NC(=O)Nc2cccc(Cl)c2)c(C(=O)O)c1	99	0	-3	-1	-4	2	0	-1	99	-1.1	?
CN(C)CC1CCCCC1C1(O)c2ccccc2CSc2sccc21 (stereo not drawn)	107	-9	0	-11	-1	-4	2	-29	103	0.3	102
Cc1c(Br)c([N+](=O)[O-])nn1C(C)C(=O)Nc1c(C)n(C)n(-c2ccccc2)c1=O (stereo not drawn)	96	0	-1	0	1	0	-3	-1	95	0.4	93

The closing two entries of the section before are carried over, then new ones follow:
SMILES	RGS8-Gao reg	Bcl-XL Bim block	Bim-Bfl-1	Bcl-W Bim block	ABCG2 inh	Mcl-1 Bim block	Bim-Bcl-2	Bcl-B Bim block	RGS4-Gao reg	ABCB1 block	RGS7-Gao reg
CN(C)CC1CCCCC1C1(O)c2ccccc2CSc2sccc21 (stereo not drawn)	107	-9	0	-11	-1	-4	2	-29	103	0.3	102
Cc1c(Br)c([N+](=O)[O-])nn1C(C)C(=O)Nc1c(C)n(C)n(-c2ccccc2)c1=O (stereo not drawn)	96	0	-1	0	1	0	-3	-1	95	0.4	93
COc1ccc(OC)c(NC(=O)C23CCC(C)(C(=O)C2)C3(C)C)c1 (stereo not drawn)	99	-1	-10	1	2	0	-2	-7	102	0.0	97
Cc1nnc2sc(-c3cccc(NC(=O)c4cccnc4)c3)nn12	102	-2	-16	2	33	0	-11	-1	100	0.5	101
CCOc1ccccc1C1CC(=O)Nc2c1c(=O)n(C)c(=O)n2C (stereo not drawn)	105	7	0	4	1	0	0	4	104	1.1	102
O=S1(=O)CCN(Cc2ccc(Cl)c(C(F)(F)F)c2)CC1	99	-6	-6	-4	0	-1	-4	-3	97	-0.2	?
CC(=O)c1cc2c(cc1NC(=O)CN1CCCCCCC1)OCO2	99	-4	-11	0	3	-1	-10	-7	99	0.8	97
CCN(CC)CCCNc1nnc(C)c(=O)[nH]1	98	0	0	8	0	-1	5	0	105	-0.1	101
CSc1ccccc1C(=O)Nc1ccccc1C(=O)NC(C)C	101	-1	-2	0	12	0	0	-4	100	0.4	?
COc1ccc2nc(SCC(=O)Nc3ccccc3C)[nH]c2c1	99	-1	-2	-3	6	-2	-2	-5	99	1.2	110
CN(C)C(CNC(=O)NC1CCCCC1)c1cccnc1 (stereo not drawn)	100	0	-1	1	-2	0	0	0	103	0.0	103
CC(=O)Nc1ccc(S(=O)(=O)N2CCCC(C(=O)O)C2)cc1 (stereo not drawn)	101	0	-5	0	8	-3	-5	-5	100	0.1	?
O=C(NNC1CC(=O)N(c2cccc(Cl)c2)C1=O)c1cccs1 (stereo not drawn)	101	-3	0	-1	-2	-1	1	-2	100	-0.2	102
COc1ccc(S(=O)(=O)N2CCC(C(=O)NCc3ccccc3)CC2)cc1OC	106	-2	1	-3	1	-2	-2	-4	102	0.6	102
CCOC(=O)Oc1ccc2c(c1)C(C)=CC(C)(C)N2C(=O)OCC	88	-12	-9	-2	6	1	-6	-8	75	0.9	76
COC(=O)c1ccccc1NC(=O)CSc1nc2ccccc2c(=O)[nH]1	100	-3	-16	2	37	0	-5	-5	100	0.8	97
CNC(=O)c1ccc(Nc2nnc(-c3ccc(C)c(S(=O)(=O)NCC4CCCO4)c3)c3ccccc23)cc1 (stereo not drawn)	101	-4	-5	-2	0	0	-5	-3	99	0.1	99
Cc1nn(Cc2ccccc2)c(C)c1NC(=O)c1ccc([N+](=O)[O-])cc1[N+](=O)[O-]	105	-4	-2	-1	17	-2	2	-3	104	1.8	104
Cc1ccc(Cl)cc1N1CCN(C(=O)C2CCCN(S(=O)(=O)c3cnc[nH]3)C2)CC1 (stereo not drawn)	104	-5	-13	-1	2	-1	-8	-8	105	0.5	102
CCN(CC)c1ccc2c(c1)CCCN2	86	15	62*	49*	7	14	41*	28	92	1.4	81
COC(=O)C(=O)/C=C(\O)c1ccc(C)cc1	102	-3	-3	-5	0	-1	-4	-2	106	0.3	99
Cc1ccc(-c2ccnc3nc(-n4cccc4)nn23)o1	102	0	-1	0	5	0	-3	5	100	0.2	101

Quoted at random: two records from the list.
SMILES	RGS8-Gao reg	Bcl-XL Bim block	Bim-Bfl-1	Bcl-W Bim block	ABCG2 inh	Mcl-1 Bim block	Bim-Bcl-2	Bcl-B Bim block	RGS4-Gao reg	ABCB1 block	RGS7-Gao reg
COc1ccc(S(=O)(=O)N2CCC(C(=O)NCc3ccccc3)CC2)cc1OC	106	-2	1	-3	1	-2	-2	-4	102	0.6	102
CCOC(=O)c1ccc(NC(=O)CSC(=S)N2CCOCC2)cc1	104	-1	-2	0	5	-1	-1	0	102	0.0	102

Later entries.
SMILES	RGS8-Gao reg	Bcl-XL Bim block	Bim-Bfl-1	Bcl-W Bim block	ABCG2 inh	Mcl-1 Bim block	Bim-Bcl-2	Bcl-B Bim block	RGS4-Gao reg	ABCB1 block	RGS7-Gao reg
CSc1nnc(C)c(=O)n1COC(=O)COc1ccc2ccccc2c1	99	-5	-8	-5	7	-3	-5	-5	100	0.7	99
O=C(Nc1ccccc1)C1CCCN1/C=C/C(=O)C(F)(F)F (stereo not drawn)	104	-14	-4	-10	-2	-26	-2	-9	100	-0.1	98
CCN(CC)c1ccc(NC(=O)CSc2nc3ccccc3c(=O)[nH]2)cc1	102	1	-14	-1	3	-4	-12	-11	103	0.4	103
Cc1ccc(C(=O)Nc2ccc(C(=O)/C=C/c3cccs3)cc2)cc1	97	-4	-2	-1	0	-4	-3	0	98	-0.1	95
Cc1ccc2cc(C3CC(c4ccco4)=NN3C(=O)CCC(=O)O)c(Cl)nc2c1 (stereo not drawn)	75	-2	0	0	-3	-1	0	0	93	-0.5	93
CC(C)Cc1nnc(NC(=O)CN2C(=O)c3ccccc3C2=O)s1	99	-8	6	-2	-1	-5	-5	-30	100	-0.4	?
N#Cc1c(-c2ccc(F)cc2)noc1N	105	-3	-2	0	5	-3	-3	-1	112	1.0	105
O=C(NC1CCN(Cc2ccccc2)CC1)c1cc(Br)c(Br)[nH]1	103	-4	-5	-6	5	-4	-7	-6	102	1.3	107
COc1cc(SC)ccc1C(=O)NCCOc1ccccc1Cl	101	-1	-3	0	4	0	0	-2	101	0.9	101
CCCCN(CCCC)c1nc2ccccc2nc1NS(=O)(=O)c1ccc(NC(C)=O)cc1	102	0	-10	0	0	1	-4	-6	101	0.2	105
CC1=CC(C)(C)N(C(=O)C(C)N2C(=O)c3ccccc3C2=O)c2c(C)cc(C)cc21 (stereo not drawn)	103	-2	-11	3	1	0	-8	-3	99	3.2	100
Cc1ccc(F)cc1NC(=O)C12CC3CC(C1)CC(n1cnc([N+](=O)[O-])n1)(C3)C2	105	0	-1	0	5	-2	2	0	101	1.5	103
c1ccc(-c2noc(CC3CCCCC3)n2)cc1	94	-4	-5	-3	7	0	-1	-2	93	0.2	84
COc1ccc(C)cc1NC(=O)c1cc2c(s1)CCC2	98	-5	-5	-4	33	-1	-4	-4	100	1.2	104
Cc1cc(C)c(C#N)c(SCc2cn3c(C)cccc3n2)n1	99	0	3	0	7	3	3	-2	101	2.1	100
O=C(NCc1ccccc1)/C(=N\O)c1ccccc1	107	-10	-17	-3	-4	-3	-13	-8	107	-0.1	104
O=Cc1cccn1-c1ccc2ccccc2c1	98	0	-2	2	18	3	-1	0	97	0.5	97
CCCCNC(=O)c1cc2c(=O)n3cccc(C)c3nc2n(Cc2ccccc2)c1=N	100	-3	-1	-5	2	-3	-3	-5	99	0.8	100
O=C1C=C(Nc2ccc(Cl)cc2)C(=O)N1c1ccc(Cl)cc1	104	-5	-3	-1	-1	-1	0	-7	100	-0.3	103
O=[N+]([O-])c1ccccc1NCc1ccccc1Cl	100	-3	2	-5	4	-3	0	0	99	0.2	102
COc1cccc2cc(C(=O)C3=C(O)C(=O)N(Cc4ccco4)C3c3cccnc3)oc12 (stereo not drawn)	100	0	0	1	0	3	3	3	100	0.1	99
Cc1nnc(N(Cc2ccco2)C(=O)c2ccno2)s1	102	1	0	0	0	0	-2	3	99	-0.2	98
COc1ccc(OCCCC(=O)Nc2nc(-c3ccccn3)cs2)cc1	95	-3	4	0	8	-2	0	-7	99	0.5	100
O=C(Nc1nc(-c2ccco2)c(-c2ccco2)s1)C1CC(=O)N(c2ccc3c(c2)OCCO3)C1 (stereo not drawn)	97	3	12	9	2	5	-3	-3	93	0.8	93
COc1ccc(CN2CCN(c3ccccn3)CC2)c(OC)c1	96	-4	-3	-3	1	0	1	-3	79	0.3	85

Printed as active in Bim-Bcl-2, of those listed so far:
compound	RGS8-Gao reg	Bcl-XL Bim block	Bim-Bfl-1	Bcl-W Bim block	Mcl-1 Bim block	Bim-Bcl-2	Bcl-B Bim block	RGS4-Gao reg	ABCB1 block	RGS7-Gao reg
CCN(CC)c1ccc2c(c1)CCCN2	86	15	62*	49*	14	41*	28	92	1.4	81

Source: PubChem BioAssay (NMMLSC)
